PERK inhibitor: block of dimerizer-induced PERK translation repression, primary screen, PERK inhibitor project, CHO PERK-DD cells, SEAP luminescence, HTS. Eukaryotic translation initiation factor 2-alpha kinase 3 (Homo sapiens), Q9NZJ5. hit rate 0.17% among 220,000. CHO PERK-DD fusion, SEAP luminescence translation reporter. inhibition, % at 5.6 µM;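 active means inhibition above the mean inhibition of all tested compounds plus 3 SD, set separately per screening campaign, cut at about 2.9% in these data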;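 further: PERK kinase domain activated by AP20187 dimerizer at 100 nM; 0% = DMSO with dimerizer and 100% = rapamycin at 8.4 µM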
Target sequence (Q9NZJ5 whole entry, looked up, the tested form may be a part): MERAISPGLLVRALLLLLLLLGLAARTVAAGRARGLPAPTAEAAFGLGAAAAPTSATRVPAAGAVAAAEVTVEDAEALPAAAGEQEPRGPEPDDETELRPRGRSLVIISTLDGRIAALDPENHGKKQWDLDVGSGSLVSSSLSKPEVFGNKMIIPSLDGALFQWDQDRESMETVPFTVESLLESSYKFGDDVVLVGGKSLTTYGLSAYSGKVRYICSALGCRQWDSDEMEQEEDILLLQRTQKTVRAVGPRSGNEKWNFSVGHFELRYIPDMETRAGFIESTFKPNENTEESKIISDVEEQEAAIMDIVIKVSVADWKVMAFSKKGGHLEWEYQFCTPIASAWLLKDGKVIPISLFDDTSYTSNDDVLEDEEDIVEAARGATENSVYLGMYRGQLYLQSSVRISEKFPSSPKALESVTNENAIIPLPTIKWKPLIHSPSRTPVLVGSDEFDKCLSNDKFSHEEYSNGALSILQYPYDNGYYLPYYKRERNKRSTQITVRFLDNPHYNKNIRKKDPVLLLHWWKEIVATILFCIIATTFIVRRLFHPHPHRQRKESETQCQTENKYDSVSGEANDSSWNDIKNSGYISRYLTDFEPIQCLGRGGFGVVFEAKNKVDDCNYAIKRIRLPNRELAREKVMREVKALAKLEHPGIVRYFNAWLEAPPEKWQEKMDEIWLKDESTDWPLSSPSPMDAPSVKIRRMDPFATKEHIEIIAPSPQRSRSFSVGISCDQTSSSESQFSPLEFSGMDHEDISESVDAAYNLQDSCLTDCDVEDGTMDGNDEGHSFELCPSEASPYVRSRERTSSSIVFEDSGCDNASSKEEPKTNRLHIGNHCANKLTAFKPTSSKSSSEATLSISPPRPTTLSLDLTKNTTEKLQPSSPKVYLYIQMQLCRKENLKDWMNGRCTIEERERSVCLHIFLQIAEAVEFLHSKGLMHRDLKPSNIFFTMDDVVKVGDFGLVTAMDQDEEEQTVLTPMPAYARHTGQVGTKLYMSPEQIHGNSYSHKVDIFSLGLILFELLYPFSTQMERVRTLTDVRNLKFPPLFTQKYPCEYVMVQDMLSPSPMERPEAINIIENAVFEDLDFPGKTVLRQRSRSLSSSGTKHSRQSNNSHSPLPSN
FXIIa inh 1536: human FXIIa protease inhibitors, primary screen, biochemical, 1536-well. purified FXIIa, Boc-QGR-AMC fluorogenic substrate, 2 h. AID 800, 2007. inhibition, % at 5 µM. hit rate 0.3% among 220,000. Coagulation factor XII (Homo sapiens), P00748; in the data active means inhibition above about 40%;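 further: 0% = enzyme with no compound and 100% = blank without enzyme; many of its hits are not listed in these tables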
FXIa inh 1536: human FXIa protease inhibitors, primary screen, biochemical, 1536-well; inhibition, % at 5 µM; purified FXIa, Boc-Glu-Ala-Arg-AMC fluorogenic substrate; hit rate 0.14% among 220,000; Coagulation factor XI (Homo sapiens), P03951;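 active means inhibition of at least 40%; inactive means inhibition below 40%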;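 further: fluorescence of freed AMC excited at 355 nm; 0% = enzyme without compound and 100% = no enzyme blank; many of its hits are not listed in these tables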
Furin inhibitor: human furin inhibitors, primary screen, biochemical, fluorescence intensity; P09958; purified furin, fluorogenic substrate cleavage; inhibition, % at 30 µM; hit rate 0.061% among 220,000; in the data active means inhibition above about 25%; further: inactives centre near -15
m-calpain inh: inhibitors of pig calpain II, primary screen, biochemical, fluorogenic peptide substrate, 1536-well. hit rate 0.37% among 220,000. purified calpain II, 30 min. inhibition, % at 16 µM;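 active means inhibition above about 50%, limit read from the data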
KCC2 mod: KCC2 cotransporter modulators, thallium flux, primary screen, cell-based, HEK293 KCC2, FluoZin-2 fluorescence, MLSMR | KCC2 cells, thallium flux FluoZin-2 fluorescence | B-score of Tl+ flux slope (higher = more flux/activation; lower = inhibition) at 10 µM | hit rate 2.2% among 190,000 | AID 1456, 2008;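 active means thallium flux slope and its plate-corrected score both differing from the plate sample mean at a set confidence after two filtering rounds, in either direction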;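 further: slope of fluorescence scaled to starting intensity during 10 to 20 s after thallium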
KLK5 inh: human KLK5 protease inhibitors, primary screen, biochemical, 1536-well; Kallikrein-5 (Homo sapiens), Q9Y337; recombinant hK5, fluorogenic AMC substrate cleavage; inhibition, % at 5 µM; hit rate 0.59% among 210,000; AID 873, 2007;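 active means inhibition of 40% or more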;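 further: 0% = enzyme controls without compound and 100% = no-enzyme blanks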
Rad51 HR inh: human RAD51 strand exchange inhibitors, primary screen, biochemical, fluorescence | AID 1385, 2008 | DNA repair protein RAD51 homolog 1 (Homo sapiens), Q06609 | hRad51 DNA strand exchange, fluorescence dequenching | hit rate 0.085% among 200,000 | inhibition, % at 10 µM;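 active means inhibition above 40% at the single screening dose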;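 further: 0% = DMSO control wells and 100% = blanks with heterologous ssDNA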
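material = hRad51 filaments on single-stranded DNA | timing = filaments 15 min 37 °C, then compound 30 min | signal = FRET fluorescence dequenching, excitation 485 nm, emission 520 nm | benchmarks = control wells and blank wells on each plate | evaluation = percent inhibition relative to plate controls and blanks | compound = 10 µM final, single point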
Thrombin inh: human alpha-thrombin inhibitors, primary screen, counter-screen for coagulation protease inhibitor project, biochemical, 1536-well, fluorogenic AMC substrate. inhibition, % at 5 µM. Boc-VPR-AMC fluorogenic substrate cleavage. Prothrombin (Homo sapiens), P00734. hit rate 0.26% among 220,000;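 active means inhibition at or above 40%; inactive means inhibition below 40%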;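 further: 0% = enzyme with no compound and 100% = wells without enzyme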
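System: human alpha-thrombin protein; Compound dosing: one concentration per compound, 5 µM, with 0.2% DMSO; Timing: reaction at room temperature; Technique: AMC fluorescence, 355/460 nm; Controls: enzyme without compound as high, wells lacking enzyme as low.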
* = called active by the depositor; nt = not tested or not shown; [ ] = another dose, or the depositor's remark. This is a subset; count on the stated rates, not on these rows.

SMILES	PERK inhibitor	FXIIa inh 1536	FXIa inh 1536	Furin inhibitor	m-calpain inh	KCC2 mod	KLK5 inh	Rad51 HR inh	Thrombin inh
CCCC(=O)NC(=S)Nc1ccccc1OC	-1.4	4	-2	-6[20 µM]	0	0.44	2	-10	-4
COc1ccc(-n2c(C)cc(/C=C3\SC(=S)NC3=O)c2C)cc1	1.5	18	10	-19	-55	1.8	8	-18	3
COc1ccc(N=Cc2sc3ccccc3c2Cl)cc1	0.8	1	-12	-21[20 µM]	17	0.47	-16	1	28
CCC(C(=O)Nc1nccs1)c1ccccc1 (centres undefined)	-0.2	12	0	-7	-14	0.19	5	2	3
Cc1cc(C)cc(OCC(=O)O/N=C(\N)c2ccccn2)c1	-0.6	15	7	-25[20 µM]	-44	-2.3	-16	4	-2
Cc1cccc(NC(=O)Cn2nc(C(F)(F)F)cc2C2CC2)c1	0.6	12	8	-20[20 µM]	2	-0.053	-5	11	0
Cc1ccc(NC(=O)c2cccc(N3C(=O)C4C5CCC(C5)C4C3=O)c2)c(C)c1 (centres undefined)	0.5	5	13	-19	-9	0.3	0	6	2
COc1ccc(Oc2nc(Oc3ccc(OC)cc3)nc(Oc3ccc(OC)cc3)n2)cc1	0.0	21	14	-20[20 µM]	28	-2	21	1	18
Cc1ccc(C(=O)NNc2c3ccccc3nc3ccccc23)cc1	-2.7	3	0	-17	3	-1.3	2	0	-4
COc1ccccc1CNc1ccc(N2CCCCC2)cc1	0.7	1	-1	-17[20 µM]	-57	0.2	-8	-3	-9
CCCOc1cccc(C(=O)O)c1	0.8	14	9	-17	4	-0.13	8	0	1
O=C1c2ccncc2C(=O)N1CNc1ccc(Cl)cc1	0.3	6	-1	-24	24	1.5	-3	1	-7
CC(C)OCCCNC(=O)c1cc(Sc2ccc(F)cc2)nc2ccccc12	0.0	11	5	-10	-6	0.81	-24	12	0
COC(=O)c1cc2ccsc2n1Cc1nc(-c2ccc(Cl)cc2)oc1C	1.4	19	-5	-23	-3	0.24	4	-1	-2
CCOC(=O)c1c(-c2ccc(F)cc2)csc1NC(=O)CCN1C(=O)c2ccccc2C1=O	1.1	15	4	-3	4	-0.4	-2	-10	-6
COC(=O)COc1ccc2c(=O)c(Oc3ccccc3)c(C)oc2c1	1.3	11	-2	-21	17	-0.096	8	-3	-1
Cc1nc2c(nnn2Cc2ccccc2)c(=O)[nH]1	0.7	7	2	-24	-38	-0.62	-12	-21	4
COc1cccc(OCc2ccc(Cl)cc2)c1C#N	0.3	10	1	-22	-24	0.0047	4	0	0
CCOC(=O)c1cc(C)n(-c2ccc(OC)c(OC)c2)c1C	0.3	14	4	-20	11	-2.1	-10	7	4
CC(=O)c1ccc(S(=O)(=O)Nc2ccc(-c3ccc4nnc(C)n4n3)cc2)cc1	0.1	9	-1	-15	-30	-0.46	-2	8	-4
COc1ccc(-n2cnnc2)cc1	1.1	20	10	-22	6	nt	5	-2	3
COc1ccccc1-c1cc(C(=O)N/N=C/c2sccc2C)c2ccccc2n1	0.5	15	6	-2[20 µM]	-64	-0.0056	5	-10	1
Nc1ccc(C(=O)C(=O)c2ccc(N)cc2)cc1	1.7	8	7	6	22	-0.039	2	7	4
CCNC(=S)Nc1ccc(Cl)cc1	0.1	9	4	-25	0	0.23	-8	1	-6
CCOC(=O)c1c(-c2ccc(-c3ccccc3)cc2)csc1NC(=O)C1C2CCC(O2)C1C(=O)O (centres undefined)	0.4	6	4	-14[20 µM]	-43	nt	-1	-3	4

As a short view, two of the compounds above:
SMILES	PERK inhibitor	FXIIa inh 1536	FXIa inh 1536	Furin inhibitor	m-calpain inh	KCC2 mod	KLK5 inh	Rad51 HR inh	Thrombin inh
Cc1ccc(C(=O)NNc2c3ccccc3nc3ccccc23)cc1	-2.7	3	0	-17	3	-1.3	2	0	-4
COc1ccccc1CNc1ccc(N2CCCCC2)cc1	0.7	1	-1	-17[20 µM]	-57	0.2	-8	-3	-9

The results go on:
SMILES	PERK inhibitor	FXIIa inh 1536	FXIa inh 1536	Furin inhibitor	m-calpain inh	KCC2 mod	KLK5 inh	Rad51 HR inh	Thrombin inh
CCOC(=O)c1ccccc1NC(=O)CN(c1ccc(OCC)cc1)S(C)(=O)=O	-0.5	10	0	-13	25	-1.1	1	-6	-2
O=C(Cc1cccs1)Nc1nc(-c2ccccc2)cs1	0.2	9	-12	-16	41	-0.51	-18	-1	1
Cn1cc(-c2ccc(Cl)cc2)cc(C#N)c1=O	0.3	4	-5	-33	-215	-0.5	-2	11	5
COc1ccc(CC(=O)Nc2nc3n(n2)C(c2ccccc2)CC(=O)N3)cc1OC (centres undefined)	1.2	19	1	-16	-6	nt	1	7	8
COc1cccc(/C=N/N=C(\N)c2nonc2N)c1O	0.7	4	-3	-21	-11	-0.57	-6	-11	-5
Nc1nc2sc3c(c2c(=O)s1)CCCC3	-0.2	3	0	-16[20 µM]	19	-0.051	-8	4	0
CCOC(=O)N/N=C/c1ccc(N(CC)CC)cc1O	-0.1	13	8	-16	-2	-2.5	-10	nt	-2
CCOc1ccc(C(C#N)N2CCOCC2)cc1OC (centres undefined)	0.0	-3	-13	-17	-5	1.2	-24	2	2
Cc1ccc(NC(=O)CN(C)CC(=O)Nc2cccc(F)c2)cc1[N+](=O)[O-]	-0.2	nt	4	-25	6	0.69	6	6	0
COc1cc(CNc2ccc(N3CCCC3)cc2)ccc1OCc1ccccc1	0.8	7	0	-18	-30	-0.045	-4	-5	-12
C[N+]1(C)CC2=Cc3ccccc3CC2C1 (centres undefined)	1.0	2	-4	-32	-4	0.14	-4	0	-6
COc1ccc(CC(NC(C)=O)C(=O)NC2CCN(C(=O)NCc3ccccc3)CC2)cc1OC (centres undefined)	1.2	-4	-8	-8	8	0.79	-3	-10	-6
CC(Oc1ccc(Br)cc1)c1nc2c3ccccc3nc(=S)n2[nH]1 (centres undefined)	-0.1	4	-2	-25	-52	26*	8	34	-13
COCCn1c(SCC(=O)Nc2ncc(Cl)c(C)c2Cl)nc2ccccc21	-1.2	5	-6	-13	1	-0.041	-7	1	-5
CC(C)(C)c1ccc(/C=N/Nc2ccc(C(=O)O)cc2)cc1	1.4	-3	-2	-10	14	-0.57	-21	-15	-10
COc1cc(NS(=O)(=O)c2ccc(NC(=S)NC(=O)/C=C/c3ccc(F)cc3)cc2)ncn1	1.4	7	7	-7	15	nt	2	18	0
CC(=O)Nc1ccc(S(=O)(=O)NC2(C(F)(F)F)NC(=O)N(c3ccc(Cl)cc3)C2=O)cc1 (centres undefined)	1.7	1	8	-11[20 µM]	22	nt	4	-1	5
Cc1nc(SCC(=O)Nc2cccnc2Cl)nc(C)c1C	0.6	nt	-4	-36	-2	0.069	0	3	-4
CC(=O)Nc1cc2c(cc1NC(=O)c1cnccn1)OCCO2	1.2	22	-2	-6[20 µM]	-3	-0.73	6	-1	4
CCC(=O)NNc1nc2c(Cl)cccc2s1	2.6	-1	-5	-20	-8	0.46	-11	12	-2
FC(F)(F)c1cccc(N2CCC(N=CN3CCCCCC3)=N2)c1	0.4	10	0	-28	-4	-1.4	-10	1	-1
N#CC/C(N)=N/NC(=O)CCCNc1ncc(C(F)(F)F)cc1Cl	0.4	nt	-2	-34	-3	0.83	1	2	-3
O=C(O)C1CCN(c2ccc([N+](=O)[O-])cc2[N+](=O)[O-])CC1	0.8	3	-3	-6	-11	-0.031	-5	1	-7
CCOc1ccc(N2C(=O)C(c3ccccc3)=C(c3nc4ccccc4s3)C2NC(C)=O)cc1 (centres undefined)	-0.6	18	5	-10[20 µM]	-34	0.24	1	3	3
COc1ccccc1CCc1nnc(CCC(=O)NCCCOc2cccnc2)o1	1.3	6	1	-24	-21	0.41	nt	8	-7

Further structures
SMILES	PERK inhibitor	FXIIa inh 1536	FXIa inh 1536	Furin inhibitor	m-calpain inh	KCC2 mod	KLK5 inh	Rad51 HR inh	Thrombin inh
Cc1cccc(NS(=O)(=O)c2cc(NC(=O)CC(=O)c3ccc([N+](=O)[O-])cc3)ccc2C)c1	1.0	6	-1	-20	-60	0.76	-5	22	2
O=S(=O)(/C=C/c1ccccc1)Nc1ccc2c(c1)OCO2	0.2	-3	0	-17[20 µM]	15	-0.65	4	nt	-3
CC(NS(=O)(=O)c1ccccc1)C(c1cccs1)N1CCOCC1 (centres undefined)	-0.3	-6	-6	-13	14	0.77	-11	4	-8
O=C(CC1Sc2ccccc2NC1=O)OCC(=O)N1CCc2ccccc21 (centres undefined)	0.4	8	4	-6	-58	-1.9	-11	-6	-3
CC(C)CC(=O)NC(=S)Nc1ccc(Cl)cn1	0.8	18	9	-10	0	2.7	-24	1	-5
O=S(=O)(c1cccs1)N1CCN(C/C=C/c2ccccc2)CC1	0.3	0	3	-22[20 µM]	-10	-2	-1	6	-9
CCc1ccc2[nH]c(=O)c(CN(CCCN3CCOCC3)C(=O)Nc3ccc(F)cc3)cc2c1	-1.0	-3	3	-15	-17	-0.62	4	-2	-19
Cc1cc(C(=O)N/N=C/C=C/c2cccc([N+](=O)[O-])c2)n[nH]1	-0.2	2	0	-7	18	-0.48	-11	11	-3
COCCN(C(=O)CSc1nnc2cc(C)c3ccccc3n12)c1c(N)n(Cc2ccccc2)c(=O)[nH]c1=O	0.7	8	-2	-4	-3	1.2	-2	3	2

Arranged by SMILES length (low to high): 9 of the compounds above.
SMILES	PERK inhibitor	FXIIa inh 1536	FXIa inh 1536	Furin inhibitor	m-calpain inh	KCC2 mod	KLK5 inh	Rad51 HR inh	Thrombin inh
CC(C)CC(=O)NC(=S)Nc1ccc(Cl)cn1	0.8	18	9	-10	0	2.7	-24	1	-5
O=S(=O)(/C=C/c1ccccc1)Nc1ccc2c(c1)OCO2	0.2	-3	0	-17[20 µM]	15	-0.65	4	nt	-3
CC(NS(=O)(=O)c1ccccc1)C(c1cccs1)N1CCOCC1 (centres undefined)	-0.3	-6	-6	-13	14	0.77	-11	4	-8
COc1ccccc1CCc1nnc(CCC(=O)NCCCOc2cccnc2)o1	1.3	6	1	-24	-21	0.41	nt	8	-7
O=C(CC1Sc2ccccc2NC1=O)OCC(=O)N1CCc2ccccc21 (centres undefined)	0.4	8	4	-6	-58	-1.9	-11	-6	-3
O=C(O)C1CCN(c2ccc([N+](=O)[O-])cc2[N+](=O)[O-])CC1	0.8	3	-3	-6	-11	-0.031	-5	1	-7
CCOc1ccc(N2C(=O)C(c3ccccc3)=C(c3nc4ccccc4s3)C2NC(C)=O)cc1 (centres undefined)	-0.6	18	5	-10[20 µM]	-34	0.24	1	3	3
Cc1cccc(NS(=O)(=O)c2cc(NC(=O)CC(=O)c3ccc([N+](=O)[O-])cc3)ccc2C)c1	1.0	6	-1	-20	-60	0.76	-5	22	2
COCCN(C(=O)CSc1nnc2cc(C)c3ccccc3n12)c1c(N)n(Cc2ccccc2)c(=O)[nH]c1=O	0.7	8	-2	-4	-3	1.2	-2	3	2
